KDM4E inh: qHTS Assay for Inhibitors of Human Jumonji Domain Containing 2E (JMJD2E) | Lysine-specific demethylase 4E (Homo sapiens), B2RXH2 | JMJD2E catalytic domain, FDH-coupled NADH fluorescence (FDH is formaldehyde dehydrogenase) | Potency, µM (titrated, usually from 57.1 µM), for inactives: top-dose activity change, negative = inhibition, actives largely listed as inhibitors | 230,000 tested, 1.6% active | AID 2147, 2009; active = well fitted inhibition curve with a large enough effect, not every such curve was filed as active; inconclusive = small, poorly fitted or top-dose-only effect, or another doubt; inactive = no such curve, though single readings can be large or run the other way;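 also: 0% = wells with enzyme and -100% = buffer wells without enzyme; nearly all actives have a fitted effect of over 50% in size; many of its hits are not listed in these tables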
RECQ1 helicase: qHTS Assay for Inhibitors of RecQ-Like Dna Helicase 1 (RECQ1). 240,000 tested, 0.54% active. ATP-dependent DNA helicase Q1 (Homo sapiens), P46063. Potency, µM (series often up to 57.3 µM), inactives show top-dose activity, negative = inhibition, usual class: inhibitors. AID 2549, 2010. RECQ1 DNA unwinding, red fluorescence kinetic read;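 also: plate controls were vehicle for no effect and no enzyme for full effect; nearly all actives have a fitted effect of over 30% in size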
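50 nM RECQ1T1 preincubated 15 min with compound in Tris pH 8.0 buffer with MgCl2, DTT, Tween-20 and 2.5 ug/ml poly(dI-dC); started with 200 nM TAMRA/BHQ-2 forked duplex and 2 mM ATP. Unwinding read as fluorescence (525/598 nm), two reads 2 h apart.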
NPSR antagonist: qHTS Assay for Antagonists of the Neuropeptide S Receptor: cAMP Signal Transduction. 220,000 tested, 1% active. Q6W5P4. AID 1461, 2008. CHO-NPSR cells, cAMP TR-FRET, antagonist mode. Potency, µM (doses to about 38.3 µM), for the others: at the highest dose activity change, negative = inhibition, usual class: inhibitors; also: % is scaled to controls: 0 for no effect and ±100 for the full control effect; nearly all actives have a fitted effect of over 50% in size; many of its hits are not listed in these tables
Target sequence (Q6W5P4 whole entry, looked up): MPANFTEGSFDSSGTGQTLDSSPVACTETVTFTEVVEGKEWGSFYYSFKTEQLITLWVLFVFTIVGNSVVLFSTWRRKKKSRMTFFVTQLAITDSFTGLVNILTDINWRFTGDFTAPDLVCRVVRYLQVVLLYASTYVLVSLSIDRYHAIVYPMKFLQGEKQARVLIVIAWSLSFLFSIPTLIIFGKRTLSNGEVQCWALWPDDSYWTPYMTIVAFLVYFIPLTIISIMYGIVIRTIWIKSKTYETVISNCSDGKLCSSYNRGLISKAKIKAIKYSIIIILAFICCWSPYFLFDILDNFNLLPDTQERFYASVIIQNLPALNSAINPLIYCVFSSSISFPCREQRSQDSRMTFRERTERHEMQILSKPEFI
IMPase Li inh: qHTS Assay for Identifying the Cell-Membrane Permeable IMPase Inhibitors: Potentiation with Lithium; CHO-M1 cells, IP1 TR-FRET (IP-One), carbachol + lithium; Potency, µM (top dose mostly 59.4 µM), inactives show at the top dose activity, negative = IMPase inhibition, hits mostly inhibitors; 210,000 tested, 0.35% active; AID 1457, 2008;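 also: IP1 builds up when IMPase is blocked and the TR-FRET signal falls; plate controls were basal vehicle for no effect and high inhibitor control for full effect; nearly all actives have a fitted effect of over 50% in size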
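CHO cells stably expressing M1 receptor (2000/well) were cultured 16–30 h, then exposed to compounds with a small lithium addition for 30 min at 37C. IP1 was measured by TR-FRET competition; AC50 from Hill fits.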
Epigenetic derep: Quantitative High-Throughput Screen for Regulators of Epigenetic Control. Potency, µM (top dose mostly 53.9 µM), for inactives: top-dose GFP activation, actives largely listed as activators. murine LDR cells, GFP reporter derepression, 30 h. AID 1865, 2009. 280,000 tested, 0.2% active; also: % of control where 0% means no effect; nearly all actives have a fitted effect of over 60% in size
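GFP-positive cell count by laser-scanning cytometry (objects 20–120 um) after 30 h, 37 C compound exposure of murine LDR cells; reporter is CMV-GFP integrated at a silenced locus, inducible by HDAC or DNMT inhibitors.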
SMN2 splice up: qHTS Assay for Enhancers of SMN2 Splice Variant Expression; HEK293 SMN2-luciferase splicing reporter, luminescence, 30-36 h; Potency, µM (series often up to 46.1 µM), for the others: at the highest dose activity change, positive = activation, most hits filed as activators; 210,000 tested, 2.8% active; also: % of control where 0% means no effect; nearly all actives have a fitted effect of over 55% in size
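HEK293 cells carry an SMN2 […]–luciferase reporter in which exon 7 inclusion puts luciferase in frame. Cells were plated 10-12 h before compound addition, then incubated 30-36 h at 37C. ONE-Glo luminescence was read; sodium butyrate at 4.5 mM final served as control.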
RGS12 GoLoco inh: qHTS Assay for Inhibitors of RGS12 GoLoco Motif Activity (Red Fluorophore); Gai1:RGS12 GoLoco peptide FP, rhodamine, 10 min; Potency, µM (highest dose often 61.6 µM), inactives show at the highest dose activity, negative = inhibition, hits mostly inhibitors; 230,000 tested, 0.44% active; Guanine nucleotide-binding protein G(i) subunit alpha-1 (Homo sapiens), P63096; active = well fitted inhibition curve with a large enough effect, not every such curve was filed as active; inactive = no such curve, though single readings can be large or run the other way; also: % is scaled to controls: 0 for no effect and ±100 for the full control effect; nearly all actives have a fitted effect of over 30% in size; many of its hits are not listed in these tables
Target sequence (P63096 whole entry, looked up): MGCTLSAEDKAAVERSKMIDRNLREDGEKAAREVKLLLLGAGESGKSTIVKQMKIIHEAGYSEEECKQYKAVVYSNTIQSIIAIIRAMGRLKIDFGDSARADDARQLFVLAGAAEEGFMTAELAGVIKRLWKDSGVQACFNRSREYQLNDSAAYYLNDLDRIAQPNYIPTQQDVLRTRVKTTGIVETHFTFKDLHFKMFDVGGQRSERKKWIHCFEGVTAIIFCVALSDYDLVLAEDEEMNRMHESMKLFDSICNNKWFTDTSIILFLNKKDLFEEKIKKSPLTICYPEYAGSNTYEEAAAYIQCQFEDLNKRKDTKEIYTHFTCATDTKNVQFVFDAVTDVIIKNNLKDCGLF
Luc counter: Counterscreen for Luciferase (Kinase-Glo TM) Inhibition; Kinase-Glo luciferase, ATP luminescence, 8 min; Potency, µM (highest dose often 38.3 µM), for the others: at the highest dose activity change, negative = inhibition, actives largely listed as inhibitors; 200,000 tested, 0.28% active; also: % is scaled to controls: 0 for no effect and ±100 for the full control effect; nearly all actives have a fitted effect of over 60% in size
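Recombinant Kinase-Glo luciferase, 10 uM ATP (linear range), luciferin; imidazole pH 7.2 / KCl / MgCl2 / Tween / BSA buffer; 8 min RT; luminescence.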
Starred values were filed as active, the others as inactive; [ ] = dose if it differs, or a comment. Unless noted, calls follow the shape of the dose curve; as a rule, active = well fitted curve in the direction sought with a large enough effect; inconclusive = small, poorly fitted or top-dose-only effect, or another doubt; inactive = no such curve, though single readings can be large; an effect the other way counts as inactive or inconclusive. Potency is read from the fitted curve at half-maximal effect. An excerpt; count on the stated rates, not on these rows.

Screening CCOC(=O)N1CCN(C(=O)C2CCCCC2)CC1 returned KDM4E inh 7%, RECQ1 helicase -13%, NPSR antagonist 1%[46.1 µM], IMPase Li inh 19%[38.3 µM], Epigenetic derep 2.4%, SMN2 splice up -14%, RGS12 GoLoco inh 8% and Luc counter 0%.
Screening CCOc1cc(C2NC(=O)NC(c3ccccc3)=C2C(=O)c2ccccc2)c(Br)cc1OCC(=O)O (stereo unspecified) returned KDM4E inh 0%, RECQ1 helicase inactive, NPSR antagonist -29%, IMPase Li inh -2%, Epigenetic derep 0.0%, SMN2 splice up 0%, RGS12 GoLoco inh 14% and Luc counter -2%.
`CCc1nnc(-n2nc(C)cc2-c2ccccc2)n1N` gave KDM4E inh -28%, RECQ1 helicase -10%, NPSR antagonist 0%[46.1 µM], IMPase Li inh 9%[38.3 µM], Epigenetic derep -0.8%, SMN2 splice up 5%, RGS12 GoLoco inh 3% and Luc counter 1%.
O=S1(=O)[C@H]2C[C@@H]3C=C[C@]2(CN1Cc1ccc(C(F)(F)F)cc1)O3 was read as KDM4E inh 4%, RECQ1 helicase 8%, NPSR antagonist 19%, Epigenetic derep 3.6% and RGS12 GoLoco inh 3%.
Screening Cc1ccc(NC(=O)CN(C)CC(=O)Nc2ccccc2C#N)cc1 returned KDM4E inh -2%, RECQ1 helicase -18%, NPSR antagonist 15%, IMPase Li inh -8%, Epigenetic derep 1.1%, SMN2 splice up -18%, RGS12 GoLoco inh 13% and Luc counter 0%.
`Fc1ccccc1CSc1nnc2ccc(-c3ccncc3)nn12` gave KDM4E inh 5%, RECQ1 helicase inactive, NPSR antagonist 3%, IMPase Li inh 3%, Epigenetic derep 1.6%, SMN2 splice up 0%, RGS12 GoLoco inh -11% and Luc counter 0%.
For COc1cccc(-c2nc3n(n2)C(c2ccccc2Cl)C(C(N)=O)=C(C)N3)c1 (stereo unspecified) the results were KDM4E inh -11%, RECQ1 helicase 1%, NPSR antagonist -1%[46.1 µM], IMPase Li inh 2%, Epigenetic derep 0.0%, SMN2 splice up 16µM*, RGS12 GoLoco inh 6% and Luc counter 1%.
Screening COc1cc(C)ccc1OCCOc1c(C)cc(Cl)cc1Cl returned KDM4E inh 0%, RECQ1 helicase 3%, NPSR antagonist -13%, IMPase Li inh 14%, Epigenetic derep -1.1%, SMN2 splice up -32%[inhibitor], RGS12 GoLoco inh 1% and Luc counter 4%.
CC1Cc2ccccc2N1C(=O)CSC1=NCCS1 (stereo unspecified) was read as KDM4E inh -4%, RECQ1 helicase -5%, NPSR antagonist 12%[7.67 µM], IMPase Li inh -21%[38.3 µM], Epigenetic derep -3.1%, SMN2 splice up -3%, RGS12 GoLoco inh -6% and Luc counter -6%.
O=C(N/C(=C/c1ccc(Br)cc1)C(=O)N1CCCC1)c1cccs1 was read as KDM4E inh -1%, RECQ1 helicase -12%, NPSR antagonist 13%, IMPase Li inh -4%, Epigenetic derep 1.0%, SMN2 splice up -39%[inhibitor], RGS12 GoLoco inh 6% and Luc counter -2%.
For CCN(CC)CCNC(=O)CNC(=S)N(CCCN1CCOCC1)Cc1cccs1 the results were KDM4E inh -1%, RECQ1 helicase -1%, NPSR antagonist 1%, IMPase Li inh 19%, Epigenetic derep -3.7%, SMN2 splice up 8%, RGS12 GoLoco inh -4% and Luc counter 0%.
CC(C)Oc1ccc(NC(=O)C2CCCNC2=O)cc1 (stereo unspecified) was read as KDM4E inh 3%, RECQ1 helicase -4%, NPSR antagonist -2%[46.1 µM], IMPase Li inh -5%[38.3 µM], Epigenetic derep 1.1%, SMN2 splice up -5%, RGS12 GoLoco inh -3% and Luc counter -3%.
`CCc1ccc2[nH]c(=O)c(CN(Cc3ccc(OC)cc3)Cc3nnnn3CCOC)cc2c1` gave KDM4E inh inconclusive, RECQ1 helicase -7%, NPSR antagonist inconclusive, IMPase Li inh 26%[38.3 µM], Epigenetic derep 0.6%, SMN2 splice up -21%, RGS12 GoLoco inh 9% and Luc counter 0%.
For CCCOC(=O)C1=C(C)NC2=C(C(=O)C(C(=O)OC)C(C)C2)C1c1ccc(N(C)C)cc1 (stereo unspecified) the results were KDM4E inh inconclusive, RECQ1 helicase -13%, NPSR antagonist -14%[46.1 µM], IMPase Li inh -4%[38.3 µM], Epigenetic derep 2.5%, SMN2 splice up 15%, RGS12 GoLoco inh -9% and Luc counter 4%.
O=C(NCCCN1CCCC1)c1cc(Sc2ccc(F)cc2)nc2ccccc12 was read as KDM4E inh -4%, RECQ1 helicase -6%, NPSR antagonist -14%, IMPase Li inh 11%, Epigenetic derep 1.1%, SMN2 splice up -15%, RGS12 GoLoco inh 4% and Luc counter -4%.
`CCCCn1c(-c2ccsc2)nc2c1c(=O)[nH]c(=O)n2CCC` gave KDM4E inh 0%, RECQ1 helicase -6%, NPSR antagonist inconclusive, IMPase Li inh inconclusive, Epigenetic derep -1.0%, SMN2 splice up 26%, RGS12 GoLoco inh -14% and Luc counter -6%.
Cc1cccc(C(=O)N2CCc3c([nH]c4ccccc34)C2CC(C)C)n1 (stereo unspecified) was read as KDM4E inh 1%, RECQ1 helicase -9%, NPSR antagonist 53%, IMPase Li inh 1%, Epigenetic derep 3.8%, RGS12 GoLoco inh -6% and Luc counter 1%.
COc1cccc(C2C(C#N)=C(N)Oc3cc(N)ccc32)c1OC (stereo unspecified) was read as KDM4E inh inconclusive, RECQ1 helicase inconclusive, NPSR antagonist -1%, IMPase Li inh 0%, Epigenetic derep 0.0%, SMN2 splice up 3%, RGS12 GoLoco inh 6% and Luc counter 2%.
`CCCCCCCNS(=O)(=O)c1cccc2c(Cl)cccc12` gave KDM4E inh -9%, RECQ1 helicase -9%, IMPase Li inh 14%, Epigenetic derep -1.6%, RGS12 GoLoco inh 3% and Luc counter -1%.
For Cc1cccc(C)c1NC(=O)CSc1nc2ccccc2c(=O)[nH]1 the results were KDM4E inh -16%, RECQ1 helicase inactive, NPSR antagonist -2%[46.1 µM], IMPase Li inh 15%[38.3 µM], Epigenetic derep 1.9%, SMN2 splice up 5%, RGS12 GoLoco inh -8% and Luc counter -6%.
Screening COc1ccc(NC(=O)/C(=C/c2ccc3c(c2)OCO3)NC(C)=O)cc1 returned KDM4E inh 4%, RECQ1 helicase 1%, NPSR antagonist 11%, IMPase Li inh 1%, Epigenetic derep 1.1%, SMN2 splice up 26%, RGS12 GoLoco inh -4% and Luc counter 1%.
CCOC(=O)c1c(/N=C/C2C(=O)CCCC2=O)sc(C)c1C was read as KDM4E inh -10%, RECQ1 helicase 12%, NPSR antagonist -4%, IMPase Li inh 0%, Epigenetic derep -1.0%, SMN2 splice up 9%, RGS12 GoLoco inh 12% and Luc counter 3%.
For Fc1ccc(-c2cnc3n2CCCCC3)cc1 the results were KDM4E inh -4%, RECQ1 helicase -11%, NPSR antagonist 7%, IMPase Li inh -2%, Epigenetic derep -0.4%, SMN2 splice up -23%, RGS12 GoLoco inh -4% and Luc counter -1%.
`O=C(Nc1ccc2c(c1)OCO2)NC1(C(F)(F)F)Oc2ccccc2O1` gave KDM4E inh inconclusive, RECQ1 helicase -3%, NPSR antagonist -17%[46.1 µM], IMPase Li inh -10%[38.3 µM], Epigenetic derep -4.8%, SMN2 splice up -10%, RGS12 GoLoco inh -5% and Luc counter -3%.

Ordered by heavy-atom count (falling): 4 of the compounds above.
Screening COc1ccc(NC(=O)/C(=C/c2ccc3c(c2)OCO3)NC(C)=O)cc1 returned KDM4E inh 4%, RECQ1 helicase 1%, NPSR antagonist 11%, IMPase Li inh 1%, Epigenetic derep 1.1%, SMN2 splice up 26%, RGS12 GoLoco inh -4% and Luc counter 1%.
COc1cccc(C2C(C#N)=C(N)Oc3cc(N)ccc32)c1OC (stereo unspecified) was read as KDM4E inh inconclusive, RECQ1 helicase inconclusive, NPSR antagonist -1%, IMPase Li inh 0%, Epigenetic derep 0.0%, SMN2 splice up 3%, RGS12 GoLoco inh 6% and Luc counter 2%.
`CCCCCCCNS(=O)(=O)c1cccc2c(Cl)cccc12` gave KDM4E inh -9%, RECQ1 helicase -9%, IMPase Li inh 14%, Epigenetic derep -1.6%, RGS12 GoLoco inh 3% and Luc counter -1%.
For Fc1ccc(-c2cnc3n2CCCCC3)cc1 the results were KDM4E inh -4%, RECQ1 helicase -11%, NPSR antagonist 7%, IMPase Li inh -2%, Epigenetic derep -0.4%, SMN2 splice up -23%, RGS12 GoLoco inh -4% and Luc counter -1%.

Source: PubChem (National Center for Advancing Translational Sciences (NCATS))
